Screens: PubChem, National Center for Advancing Translational Sciences (NCATS)
TDP1 cell noCPT: qHTS for Inhibitors of human tyrosyl-DNA phosphodiesterase 1 (TDP1): qHTS in cells in absence of CPT | DT40 Tdp1-/- hTDP1 cells, no CPT, ATP luminescence, 48 h | Potency, µM (titrated, usually from 46.2 µM), inactives show at the top dose activity change, negative = growth inhibition, usual class: inhibitors | actives 15% (n = 420,000); note: nearly all actives have a fitted effect of over 55% in size
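Luminescent ATP content (CellTiter-Glo) served as the growth readout. Knockout chicken DT40 cells expressing human TDP1 were exposed to compounds without camptothecin for a minimum 48 hr at 37 °C.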
TDP1 block: TDP1 (human) enzyme inhibition; Q9NUW8; recombinant TDP1, AlphaScreen DNA substrate cleavage; Potency, µM (highest dose often 130 µM), for the others: at the top dose activity change, negative = inhibition, most hits filed as inhibitors; actives 0.28% (n = 350,000); note: nearly all actives have a fitted effect of over 40% in size
Target sequence (Q9NUW8 whole entry, looked up): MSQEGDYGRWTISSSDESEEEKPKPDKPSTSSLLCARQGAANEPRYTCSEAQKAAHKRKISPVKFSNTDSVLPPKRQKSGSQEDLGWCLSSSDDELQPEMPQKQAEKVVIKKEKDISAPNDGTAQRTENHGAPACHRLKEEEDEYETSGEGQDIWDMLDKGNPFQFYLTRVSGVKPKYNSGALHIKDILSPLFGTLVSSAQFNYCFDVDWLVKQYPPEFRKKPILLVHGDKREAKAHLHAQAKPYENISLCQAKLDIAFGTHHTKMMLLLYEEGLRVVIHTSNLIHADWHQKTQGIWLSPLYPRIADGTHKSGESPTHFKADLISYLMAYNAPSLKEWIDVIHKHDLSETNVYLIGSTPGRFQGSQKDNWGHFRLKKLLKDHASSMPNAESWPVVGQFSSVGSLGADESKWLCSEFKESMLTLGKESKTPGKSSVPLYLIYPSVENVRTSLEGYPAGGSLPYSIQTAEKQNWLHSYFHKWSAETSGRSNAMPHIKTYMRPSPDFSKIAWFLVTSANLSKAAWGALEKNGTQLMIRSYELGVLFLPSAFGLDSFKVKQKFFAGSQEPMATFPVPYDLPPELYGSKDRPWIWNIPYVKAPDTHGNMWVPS
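AlphaScreen read-out: signal falls as enzyme removes the 3' tyrosine-FITC from a 5'-biotinylated DNA oligo (15 nM, 5 min, RT). Enzyme was E. coli-made recombinant Tdp1 at 1 nM, exposed to compound for 15 min beforehand; beads 10 ug/ml, 10 min.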
TDP1 cell CPT: DT40-hTDP1 cell growth loss with CPT. Potency, µM (titrated, usually from 46.2 µM), without a hit: top-dose activity change, negative = growth inhibition, usual class: inhibitors. chicken DT40 Tdp1-/-;hTDP1 cells + 20 nM CPT, ATP luminescence, 48 h. AID 686979. actives 12% (n = 420,000); note: nearly all actives have a fitted effect of over 55% in size
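Cell growth measured by CellTiter-Glo luminescence after a minimum 48 h, 37 C compound exposure with 20 nM CPT in Tdp1-knockout DT40 cells stably expressing hTDP1, seeded 400/well; qHTS titration format.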
Numbers without * were called inactive; & = joins results of further samples; [ ] = another dose, or the depositor's remark. Calls come from the whole dose curve; as a rule, active = well fitted curve in the direction sought with a large enough effect; inconclusive = small, poorly fitted or top-dose-only effect, or another doubt; inactive = no such curve, though single readings can be large; an effect the other way counts as inactive or inconclusive. % is set by controls: 0 for no effect and ±100 for the full control effect; potency is the fitted concentration of half-maximal effect.

For COc1nccnc1NS(=O)(=O)c1ccc(NCc2ccccc2O)cc1 the results were TDP1 cell noCPT -7.9%, TDP1 block 6.8% and TDP1 cell CPT 0.6%.
CC1CCCCN1C(=O)CSc1nc2c(c(=O)n(C)c(=O)n2C)n1C (stereo not drawn) was read as TDP1 cell noCPT -17.8%, TDP1 block 7.6% and TDP1 cell CPT -3.3%.
`O=C(C1CCC1)N1CCCc2cc(S(=O)(=O)N3CCN(c4ccccc4)CC3)ccc21` gave TDP1 cell noCPT inconclusive, TDP1 block 7.1%&-1.1% and TDP1 cell CPT 18.4µM*.
CCCCOC(=O)CCNc1n[nH]c(=O)[nH]c1=O was read as TDP1 cell noCPT -4.2%, TDP1 block 2.1% and TDP1 cell CPT -0.5%.
For Nc1nc2c([nH]c(=S)n2C2OC(CO)C(O)C2O)c(=O)[nH]1 (stereo not drawn) the results were TDP1 cell noCPT 3.0%, TDP1 block -8.1% and TDP1 cell CPT -2.7%.
For Cc1cccc(C)c1NC(=O)CNC(=O)c1cccc(S(=O)(=O)NCc2cccs2)c1 the results were TDP1 cell noCPT 6.8%, TDP1 block -1.9%[56.1 µM] and TDP1 cell CPT -16.4%.
`O=[N+]([O-])c1cccc(N/N=C/c2cccc3ccccc23)c1` gave TDP1 cell noCPT inconclusive, TDP1 block 10.8% and TDP1 cell CPT inconclusive.
Screening O=C(Nc1ccncc1)c1cccc(S(=O)(=O)N2CCc3ccccc32)c1 returned TDP1 cell noCPT 6.51µM*, TDP1 block 0.0% and TDP1 cell CPT 5.8µM*.
O=C(COc1ccc(Br)cc1Cl)Nc1ncn[nH]1 was read as TDP1 cell noCPT -11.7%, TDP1 block 1.9% and TDP1 cell CPT -10.4%.
Cc1cc(C)cc(-n2ccnc2SCC(=O)Nc2ccc3c(c2)OCCO3)c1 was read as TDP1 cell noCPT -24.2%, TDP1 block 9.1% and TDP1 cell CPT -26.0%.
`O=C(NCc1ccc(Cl)cc1)c1ccc(CSCc2cccc(Cl)c2)o1` gave TDP1 cell noCPT inconclusive, TDP1 block -10.4% and TDP1 cell CPT -26.0%.
CCN(CC)S(=O)(=O)c1cc(NC(=O)c2cc([N+](=O)[O-])ccc2N2CCOCC2)ccc1C was read as TDP1 cell noCPT 16.4µM*, TDP1 block 6.1% and TDP1 cell CPT inconclusive.
`CSc1nccc(NC(=O)c2cccc(Br)c2)n1` gave TDP1 cell noCPT 20.6µM* and TDP1 cell CPT -4.6%.
Screening O=C(NCCCN1CCOCC1)c1cc(-c2ccc(F)cc2)on1 returned TDP1 cell noCPT inconclusive, TDP1 block 2.8% and TDP1 cell CPT inconclusive.
Screening CCc1ccc(C(=O)c2ccccc2C(=O)O)s1 returned TDP1 cell noCPT 2.7%, TDP1 block 3.1% and TDP1 cell CPT -2.6%.
Screening Cc1ccc2nc(COc3ccc(Cl)cc3)cc(=O)n2c1 returned TDP1 cell noCPT -26.5%, TDP1 block 6.3% and TDP1 cell CPT -13.8%.
CC(=O)c1ccc(S(=O)(=O)N(C)CC(=O)NCC2CCCCC2)cc1 was read as TDP1 cell noCPT -17.0%, TDP1 block 0.1% and TDP1 cell CPT 5.5%.
Screening COc1ccc(C(=O)OCC(=O)Nc2ccc(N3CCOCC3)cc2)cc1OC returned TDP1 cell noCPT 9.7%, TDP1 block 2.8% and TDP1 cell CPT -0.9%.
For O=C1c2ccccc2-c2c1c1ccccc1c(=O)n2-c1ccccc1 the results were TDP1 cell noCPT 11.6µM* and TDP1 cell CPT 11.6µM*.
`CCOC(=O)N1CCN(C(=O)c2cccn3c(=O)c4cc(Cl)ccc4nc23)CC1` gave TDP1 cell noCPT -8.9%, TDP1 block 4.0% and TDP1 cell CPT 11.5%.
Cc1cccc2c(=O)c(C(=O)NCCc3ccccc3)c[nH]c12 was read as TDP1 cell noCPT inconclusive and TDP1 cell CPT -16.6%.
CCn1c(NC(=O)c2ccc(COc3ccc(C)cc3[N+](=O)[O-])o2)nc2ccccc21 was read as TDP1 cell noCPT inconclusive, TDP1 block 6.6% and TDP1 cell CPT 16.4µM*.
Screening O=C1NC(=S)NC1(c1ccccc1)c1ccccc1 returned TDP1 cell noCPT -10.7% and TDP1 cell CPT -9.3%.
Screening Cc1cc(-c2nnc(SCC(=O)NC3CC3)n2C(C)C)cs1 returned TDP1 cell noCPT 16.5%, TDP1 block 1.5% and TDP1 cell CPT 1.3%.
COc1ccc(CCNC(=O)C2=CCN(S(=O)(=O)c3ccc(F)cc3)CC2)cc1OC was read as TDP1 cell noCPT -19.2%, TDP1 block 0.5% and TDP1 cell CPT -20.4%.
O=C(Nc1ccc(OC(F)(F)F)cc1)c1ccccc1-n1cnnn1 was read as TDP1 cell noCPT 7.0%, TDP1 block 1.2% and TDP1 cell CPT 2.5%.
For CC1(c2ccccc2Br)NC(=O)N(CC(=O)NC2CCCCC2)C1=O (stereo not drawn) the results were TDP1 cell noCPT 2.8%, TDP1 block -0.3% and TDP1 cell CPT -8.9%.
CCN(CC)CP(=O)(c1ccccc1)c1ccccc1 was read as TDP1 cell noCPT 0.0%, TDP1 block 2.1% and TDP1 cell CPT -14.6%.
COc1ccc(Cl)cc1S(=O)(=O)N(C)CC(=O)N1CCCC1 was read as TDP1 cell noCPT 3.1% and TDP1 cell CPT 1.2%.
For CC(=O)NC(Cc1ccc(C)cc1)C(=O)NC1CCN(S(=O)(=O)c2ccccc2)CC1 (stereo not drawn) the results were TDP1 cell noCPT 15.0% and TDP1 cell CPT -2.1%.
Screening O=S(=O)(Nc1cccnc1)c1cccc(C(F)(F)F)c1 returned TDP1 cell noCPT -13.0%, TDP1 block 4.4% and TDP1 cell CPT -8.7%.
For CC(C)Oc1ccc(C(=O)NCCCNC(=O)c2cccnc2)cc1 the results were TDP1 cell noCPT 9.5%, TDP1 block 3.3%[56.1 µM] and TDP1 cell CPT -2.0%.
O=C1OCCC1Sc1nc2cc(Cl)ccc2n1Cc1ccccc1 (stereo not drawn) was read as TDP1 cell noCPT 3.7%, TDP1 block -9.7% and TDP1 cell CPT 8.1%.
Screening Cc1ccc(CNC(=O)C23CN(Cc4ccccc4)CC2C(c2ccc([N+](=O)[O-])cc2)=NO3)o1 (stereo not drawn) returned TDP1 cell noCPT inconclusive, TDP1 block 5.9% and TDP1 cell CPT inconclusive.
CCCOc1ccc(-c2nnc(-c3ccncc3)o2)cc1 was read as TDP1 cell noCPT -17.0%, TDP1 block 1.0% and TDP1 cell CPT -15.6%.
Screening CC(CC(=O)N(C)C1CCCCC1)S(=O)(=O)c1ccc2c(c1)NC(=O)CO2 (stereo not drawn) returned TDP1 cell noCPT -10.8%, TDP1 block 3.9% and TDP1 cell CPT -11.1%.
For COc1ccc2c(c1)OC(C)CN(CCNC(=O)c1cc3cc(F)ccc3[nH]1)C2 (stereo not drawn) the results were TDP1 cell noCPT inconclusive and TDP1 cell CPT 6.5%[9.04 µM].
For CN(C)c1ccc2c(=O)[nH][nH]c(=O)c2c1 the results were TDP1 cell noCPT 0.3%, TDP1 block 3.7% and TDP1 cell CPT 8.6%.
Screening COc1ccc(NC(=O)CSc2oc(-c3ccc(C)cc3)nc2S(=O)(=O)c2ccc(C)cc2)c(OC)c1 returned TDP1 cell noCPT -25.0%, TDP1 block -2.9% and TDP1 cell CPT -12.8%.
Cc1cccn2c(=O)nc(SCC(=O)NCc3ccc4c(c3)OCO4)nc12 was read as TDP1 cell noCPT -1.3% and TDP1 cell CPT 14.6%.
`COCC(C)NS(=O)(=O)c1ccc(NC(=O)C(Cc2ccccc2)NC(N)=O)cc1` (stereo not drawn) gave TDP1 cell noCPT -9.0%, TDP1 block 1.0% and TDP1 cell CPT -10.8%.
Screening COc1ccc(NC(=O)COCc2cc(-c3ccc4c(c3)OCO4)on2)cc1 returned TDP1 cell noCPT -29.8%, TDP1 block 0.0% and TDP1 cell CPT -25.8%.
For Cc1ccc(C2=NC(c3ccc(F)cc3)=Nc3ccc(C)cc3N2)cc1 the results were TDP1 cell noCPT inconclusive, TDP1 block 4.7% and TDP1 cell CPT inconclusive.
For CCOCc1nnc(NC(C)=O)s1 the results were TDP1 cell noCPT -1.5%, TDP1 block 4.8% and TDP1 cell CPT 3.7%.
`COc1cccc(OC)c1OC(=O)c1cnccn1` gave TDP1 cell noCPT 1.5%, TDP1 block 5.2%[0.0935 µM] and TDP1 cell CPT 4.7%.
`CCc1ccc(C(=O)OCC(=O)NCCNC(=O)COC(=O)c2ccc(CC)cc2)cc1` gave TDP1 cell noCPT -12.1%, TDP1 block 0.0% and TDP1 cell CPT -0.3%.
Screening Cc1oc(-c2cccc(Br)c2)nc1Cn1c(SCc2cccc(F)c2)nc2cccnc21 returned TDP1 cell noCPT 20.6µM*, TDP1 block -1.2% and TDP1 cell CPT inconclusive.
Screening Nc1c(Cl)cc(C2=NCCn3c2c2ccc([N+](=O)[O-])cc2[n+]3[O-])cc1Cl returned TDP1 cell noCPT 5.8µM*, TDP1 block 9.8% and TDP1 cell CPT 1.84µM*.

Retrieved by compound from the entries so far, 2 records:
`O=C(NCc1ccc(Cl)cc1)c1ccc(CSCc2cccc(Cl)c2)o1` gave TDP1 cell noCPT inconclusive, TDP1 block -10.4% and TDP1 cell CPT -26.0%.
For COc1nccnc1NS(=O)(=O)c1ccc(NCc2ccccc2O)cc1 the results were TDP1 cell noCPT -7.9%, TDP1 block 6.8% and TDP1 cell CPT 0.6%.

Later entries.
Screening COc1ccc(OC)c(NC(=O)c2cccc(Cn3cc(Br)c([N+](=O)[O-])n3)c2)c1 returned TDP1 cell noCPT inconclusive, TDP1 block 6.7% and TDP1 cell CPT inconclusive.
For Cc1ccc(-n2[nH]c(C)c(CCC#N)c2=O)cc1 the results were TDP1 cell noCPT -12.2%, TDP1 block 3.8% and TDP1 cell CPT -26.3%.
`O=C(NNC(=O)c1cccnc1SCc1cccc([N+](=O)[O-])c1)c1cccnc1` gave TDP1 cell noCPT inconclusive, TDP1 block -2.6% and TDP1 cell CPT -0.4%.
For COC(CNC(=O)c1ccc2nc3ccccc3c(=O)n2c1)OC the results were TDP1 cell noCPT inconclusive and TDP1 cell CPT -15.2%.
COc1ccc(-c2nnc(SCCOc3ccccc3C)o2)cc1OC was read as TDP1 cell noCPT 18.4µM*, TDP1 block 5.7% and TDP1 cell CPT inconclusive.
`CCOc1ccc(-c2nnc3ccc(SCc4ccc(C(=O)OC)o4)nn23)cc1` gave TDP1 cell noCPT 15.8µM*, TDP1 block -9.0% and TDP1 cell CPT inconclusive.
`O=C(NC1CCCCC1)N1CCC(n2c(=O)[nH]c3ccccc32)CC1` gave TDP1 cell noCPT -20.2%, TDP1 block -2.9% and TDP1 cell CPT inconclusive.
Screening COc1ccc(CCNC(=S)N(C)C)cc1OC returned TDP1 cell noCPT -1.8%, TDP1 block 4.1% and TDP1 cell CPT 8.2%.
For COc1ccc(-c2sc3ccccc3c2C#CC2(O)CCCCC2)cc1 the results were TDP1 cell noCPT inconclusive and TDP1 cell CPT inconclusive.
For C[C@H]1[C@H](C)CC[C@]2(C(=O)O)CC[C@]3(C)C(=CC[C@@H]4[C@@]5(C)C[C@@H](O)[C@H](O)C(C)(C)[C@@H]5CC[C@]43C)[C@H]12 the results were TDP1 cell noCPT inconclusive, TDP1 block 5.5% and TDP1 cell CPT inconclusive.
For COc1cccc(/C=N/NC(=O)c2ccc3nc[nH]c3c2)c1O the results were TDP1 cell noCPT -29.7% and TDP1 cell CPT inconclusive.
O=C(Nc1cccc(Cl)c1)c1ccc(NCC2CCCO2)c([N+](=O)[O-])c1 (stereo not drawn) was read as TDP1 cell noCPT inconclusive, TDP1 block 0.0% and TDP1 cell CPT -12.0%.

Among those listed so far, 7 have fluorine:
Screening O=C(NCCCN1CCOCC1)c1cc(-c2ccc(F)cc2)on1 returned TDP1 cell noCPT inconclusive, TDP1 block 2.8% and TDP1 cell CPT inconclusive.
COc1ccc(CCNC(=O)C2=CCN(S(=O)(=O)c3ccc(F)cc3)CC2)cc1OC was read as TDP1 cell noCPT -19.2%, TDP1 block 0.5% and TDP1 cell CPT -20.4%.
O=C(Nc1ccc(OC(F)(F)F)cc1)c1ccccc1-n1cnnn1 was read as TDP1 cell noCPT 7.0%, TDP1 block 1.2% and TDP1 cell CPT 2.5%.
Screening O=S(=O)(Nc1cccnc1)c1cccc(C(F)(F)F)c1 returned TDP1 cell noCPT -13.0%, TDP1 block 4.4% and TDP1 cell CPT -8.7%.
For COc1ccc2c(c1)OC(C)CN(CCNC(=O)c1cc3cc(F)ccc3[nH]1)C2 (stereo not drawn) the results were TDP1 cell noCPT inconclusive and TDP1 cell CPT 6.5%[9.04 µM].
For Cc1ccc(C2=NC(c3ccc(F)cc3)=Nc3ccc(C)cc3N2)cc1 the results were TDP1 cell noCPT inconclusive, TDP1 block 4.7% and TDP1 cell CPT inconclusive.
Screening Cc1oc(-c2cccc(Br)c2)nc1Cn1c(SCc2cccc(F)c2)nc2cccnc21 returned TDP1 cell noCPT 20.6µM*, TDP1 block -1.2% and TDP1 cell CPT inconclusive.
